DENV2 CPE – inhibitors of DENV2 cytopathic effect, primary screen, cell-based, plate reader, single concentration | actives 1.7% (n = 350,000) | AID 651640, 2012 | DENV2-infected cells, cytopathic effect rescue | CPE inhibition, % at 9.99 µM; in the data active means CPE inhibition above about 20%, passing the limit was not always enough; inconclusive means no clear call, values can overlap the other calls; tested in BHK-21 cells;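 further: 0% = median of neutral control wells and 100% = median of positive control wells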
PglD inh – C. jejuni PglD acetyltransferase inhibitors, primary screen, biochemical, DTNB colorimetric, single point. UDP-N-acetylbacillosamine N-acetyltransferase PglD (Campylobacter jejuni). purified PglD enzyme, DTNB colorimetric CoA detection. inhibition, % at 12.5 µM. actives 0.098% (n = 360,000); in the data active means inhibition above about 16%, passing the limit was not always enough; inconclusive means no clear call, values can overlap the other calls; further: strong numbers were not always called active
S100A4 MyoIIA – inhibitors of S100A4-myosin IIA peptide binding, primary screen, biochemical, fluorescence polarization, TAMRA-MyoIIA peptide | AID 652163, 2013 | Protein S100-A4 (Homo sapiens), P26447 | actives 0.14% (n = 360,000) | inhibition, % at 10.7 µM;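 active means mean inhibition of at least 70% across replicates, with every replicate also reaching that level; inconclusive means mean inhibition reaches 70% but some replicates fall short; inactive means mean inhibition below 70%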
Target sequence (P26447 whole entry, looked up): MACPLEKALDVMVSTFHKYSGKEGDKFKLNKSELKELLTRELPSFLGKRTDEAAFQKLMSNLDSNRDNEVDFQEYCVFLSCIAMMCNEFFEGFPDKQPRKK
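Test system – S100A4 monomer (human) · Compound – single-point compound testing · Schedule – 5 min incubation before reading · Probe or stimulus – TAMRA-labelled myosin IIA heavy-chain peptide probe, 5 nM · Benchmarks – neutral control DMSO, positive control TFP · Medium – Calcium-containing HEPES buffer, pH 7.2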
ERp5 block – inhibitors of ERp5-driven insulin aggregation, primary screen, biochemical, turbidity, absorbance 650 nm, single point; actives 0.05% (n = 350,000); inhibition, % at 9.99 µM; Protein disulfide-isomerase A6 (Homo sapiens), Q15084; 90 min;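 active means mean replicate inhibition above about 25%, with every replicate also reaching it, limit read from the data, passing the limit was not always enough; inconclusive means only one of those two criteria met; inactive means neither criterion met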
C2C12 statin – suppressors of statin myotoxicity in C2C12 myotubes, primary screen, cell-based, single point, plate reader | C2C12 myotubes + simvastatin, ATP luminescence, 48 h; scaled: DMSO 0, geranylgeraniol control 100 | rescue of ATP level, % at 7.49 µM | actives 0.78% (n = 330,000) | AID 602340, 2012;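 active means mean ATP rescue above about 67%, or every replicate alone reaching that limit, limit read from the data, passing the limit was not always enough; inconclusive means no clear call, values can overlap the other calls; inactive means mean under the limit and some replicate under it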;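 further: myotubes were challenged with 10 µM simvastatin during compound exposure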
E-sel inducer – E-selectin induction in HUVECs, primary screen, imaging, HUVEC, immunofluorescence imaging, single point. P16581. normalized: neutral wells 0, TNF-alpha wells 100. activation, % at 7.58 µM. actives 0.37% (n = 260,000);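 active means mean E-selectin-positive cell signal at least 10% of the positive control, reached in at least 60% of replicates, without over 20% cell loss; inconclusive means no rule given, readout overlaps actives, possibly toxicity-flagged; inactive means the rest, including those meeting only one limit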;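 further: in these data hits start at about 27%; measured in HUVEC primary endothelial cells; signal is the percent of cells scored E-selectin positive by PE staining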
Target sequence (P16581 whole entry, looked up): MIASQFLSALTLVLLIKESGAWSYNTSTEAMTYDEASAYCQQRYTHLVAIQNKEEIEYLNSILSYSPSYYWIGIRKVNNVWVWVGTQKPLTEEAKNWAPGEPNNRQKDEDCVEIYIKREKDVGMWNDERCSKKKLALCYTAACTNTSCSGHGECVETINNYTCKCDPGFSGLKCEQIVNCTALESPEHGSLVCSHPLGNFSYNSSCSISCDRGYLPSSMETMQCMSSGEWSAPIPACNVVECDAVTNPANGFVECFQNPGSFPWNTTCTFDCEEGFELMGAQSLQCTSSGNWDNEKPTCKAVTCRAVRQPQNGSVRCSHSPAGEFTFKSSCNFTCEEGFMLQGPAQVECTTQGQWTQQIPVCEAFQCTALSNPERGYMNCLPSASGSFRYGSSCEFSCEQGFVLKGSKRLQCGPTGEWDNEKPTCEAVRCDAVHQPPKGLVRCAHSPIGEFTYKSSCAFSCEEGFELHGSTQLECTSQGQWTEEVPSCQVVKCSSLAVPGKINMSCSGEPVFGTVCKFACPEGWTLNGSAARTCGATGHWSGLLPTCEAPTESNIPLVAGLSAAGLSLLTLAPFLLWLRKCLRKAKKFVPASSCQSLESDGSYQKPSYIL
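Read-out basis: % PE-positive cells; Test system: HUVEC primary endothelial cells; Technique: immunofluorescence imaging; Dosing: single-point compound dose.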
SIRT5 inh – SIRT5 desuccinylase inhibitors, primary screen, biochemical, fluorescence imaging, single point, set 5; Purified SirT5, succinyl-peptide AMC, trypsin-coupled fluorescence; inhibition, % at 15 µM; NAD-dependent protein deacylase sirtuin-5, mitochondrial (Homo sapiens), Q9NXA8; actives 1.1% (n = 330,000); in the data active means inhibition above about 15%; inconclusive means no clear call, values can overlap the other calls
Target sequence (Q9NXA8 whole entry, looked up): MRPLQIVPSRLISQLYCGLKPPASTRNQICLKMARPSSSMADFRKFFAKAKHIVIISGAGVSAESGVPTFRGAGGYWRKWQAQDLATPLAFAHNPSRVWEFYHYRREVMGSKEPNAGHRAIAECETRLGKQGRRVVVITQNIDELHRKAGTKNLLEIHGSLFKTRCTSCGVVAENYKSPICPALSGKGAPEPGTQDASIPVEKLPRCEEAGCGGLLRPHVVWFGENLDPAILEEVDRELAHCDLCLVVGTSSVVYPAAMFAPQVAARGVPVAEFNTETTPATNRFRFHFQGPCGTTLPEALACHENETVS
An asterisk follows results filed as active; ? = inconclusive; . = no result given; & = joins results of further samples; ! = repeats disagree.

SMILES	DENV2 CPE	PglD inh	S100A4 MyoIIA	ERp5 block	C2C12 statin	E-sel inducer	SIRT5 inh
O=S(=O)(c1ccc(SCc2cccc(Cl)c2)nc1)N1CCCC1	19	7	-2	7	20	-1.4	2
O=C(CSCc1ccccc1)Nc1cc([N+](=O)[O-])ccc1F	-1	.	-1	0	.	.	-2
O=C(c1ccco1)N1CCCC(c2nc3c(nnn3Cc3ccccc3)c(=O)[nH]2)C1 (stereo not drawn)	6	-1	1	2	7	.	-2
CCS(=O)(=O)c1nc(S(=O)(=O)c2ccc(C)cc2)c(NCCN2CCOCC2)s1	3	2	16	10	17	0.9	-1
OCC[C@H]1C[C@H](O)[C@@H](O)[C@]2(Cc3ccccc3CO2)O1	-5	-2	-6	4	-12	-0.2	-3
Cc1noc(C)c1NC(=O)N1C[C@@H](O)COC[C@H]2O[C@@H](CC(=O)NCC3CCCCC3)CC[C@@H]21	2	2	-7	2	11	-0.1	2
CCOC(=O)C1=C(COCCN)NC(C)=C(C(=O)OC)C1c1ccccc1Cl (stereo not drawn)	4&-7&1	3&-4&0	-2&-4&4	-3&-1&-2	-2&-11&4	3.6&1.2&-0.2	-4&1&2
Cc1nn(C2CCS(=O)(=O)C2)c(C)c1C=O (stereo not drawn)	-13	-1	-3	6	-1	0.2	1
CCN(CC)C(=O)CSC1=N/C(=C/c2ccco2)C(=O)N1c1ccc(OC)c(Cl)c1	-7	0	-3	-3	.	.	-3
COc1ccc(CNC(=O)Nc2nc(C(N)CCc3ccccc3)cs2)cc1 (stereo not drawn)	-3	-2	0	1	-28	-0.2	.
CC(=O)Nc1ccc(NC(=O)CSc2ccc(-c3ccco3)nn2)cc1	?	.	-20	1	.	0.3	1
COCC(=O)Nc1ccc2c(c1)[C@@H]1C[C@@H](CC(=O)N3CCN(C)CC3)O[C@@H](CO)[C@@H]1O2	-2	-5	.	.	10	-0.3	.
CCCNC(=O)N1CC2(CN(S(=O)(=O)c3ccccc3)C2)c2c(n(C)c3cc(OC)ccc23)[C@@H]1CO	2	.	-9	4	.	-0.3	0
O=C1CCC(C(=O)Nc2cccc(Br)c2)N1 (stereo not drawn)	-2	-4	-2	3	1	-0.1	0
O=C(Nc1ccncc1)c1cc(-c2ccccc2)nc2ccccc12	-5	1	-5	-5	33	-0.3	-5
O=C(NCc1ccccn1)c1nc(Cn2cc([N+](=O)[O-])cn2)no1	7	4	3	4	4	.	1
O=c1[nH]cc(C(F)(F)F)cc1NS(=O)(=O)c1ccc([N+](=O)[O-])cc1	-6	.	2	-1	.	.	0
Cc1onc(-c2ccccc2)c1-c1nnc(CN2CCN(S(=O)(=O)c3ccccc3F)CC2)o1	0	-2	8	-4	5	-0.4	-3
CC(C)OCCCNC(=O)c1cccc2c1C(=O)c1ccc(Cl)cc1S2(=O)=O	-5	5	-7	-2	-3	-0.1	-6
C[C@H](CO)N1C[C@H](C)[C@H](CN(C)S(=O)(=O)c2ccc(Cl)cc2)OCCCC[C@H](C)Oc2ccc(NC(=O)CCC(F)(F)F)cc2C1=O	?	-1	9	3	.	-0.2	9
C[C@@H]1CN([C@@H](C)CO)C(=O)Cc2cc(NC(=O)CCC(F)(F)F)ccc2O[C@@H]1CN(C)Cc1ccc(C(=O)O)cc1	?	14	2	1	-5	.	5
O=C(CN1CCN(S(=O)(=O)/C=C/c2ccccc2)CC1)Nc1ccc(N2CCOCC2)cc1	-3	-4	-3	2	-1	.	2
C[C@H](NC(=O)C[C@H]1CC[C@@H]2[C@H](COC[C@@H](O)CN2C(=O)Nc2cccc(F)c2)O1)c1ccccc1	-4	-3	2	-2	-24	0.1	-1
C[C@@H]1CN([C@@H](C)CO)C(=O)c2cc(NC(=O)NC3CCCCC3)ccc2O[C@@H](C)CCCCO[C@@H]1CN(C)S(=O)(=O)c1ccccc1	0	0	-8	6	.	0.1	6
CC(C)c1ccc(S(=O)(=O)N2CCCCC2)cc1	.	-14	0	5	4	-0.1	-9
CCCc1c(C(=O)N/N=C(\C)c2ccc(O)cc2)nnn1-c1nonc1N	-5	5	5	3	6	-0.2	-4
CCCNC(=O)C1(C)CCCN(C(=O)c2cccnc2Oc2ccccc2)C1 (stereo not drawn)	1	-2	13	1	5	-0.2	-3
CN(CC(=O)Nc1ccc(F)cc1)C(=O)c1cn(-c2ccccc2)nc1-c1cccs1	-2	-1	-3	3	4	.	-1
CCC(=O)N1C[C@@H](O)COC[C@H]2O[C@@H](CC(=O)NCc3ccccc3Cl)CC[C@@H]21	-3	4	.	.	-8	0.0	.
COc1ccc(CNC(=O)COC(=O)c2ccc3ncsc3c2)cc1OC	6	1	-2	-2	2	.	-3
COc1ccc(/C=C/C(=O)OCC(=O)NC2CCCCCC2)cc1OC	0	-3	0	-2	5	.	1
CC1CCCCC12NC(=O)N(CC(=O)NNC(=O)c1ccc(Br)cc1)C2=O (stereo not drawn)	-1	-3	-5	4	-11	0.0	3
C[C@@H]1CCCCO[C@H](CN(C)C(=O)CCC(F)(F)F)[C@@H](C)CN([C@@H](C)CO)C(=O)c2cc(NC(=O)c3ccccc3)ccc2O1	-5	3	0	-2	.	-0.1	8
CC=Cc1ccc2n(c1=O)C[C@@H]1[C@@H](CO)[C@H](C(=O)NCc3ccccc3F)N[C@H]21 (mixture of isomers)	-1	1	-12	0	4	0.3	0
CC1CC(C)CN(C(=O)c2cc(-c3ccncc3)nc3ccccc23)C1 (stereo not drawn)	-6	0	-2	-2	15	-0.8	-2
O=C(NCCc1ccccc1)c1ccccc1C(=O)NCCc1ccccc1	-4	5	4	1	-3	-0.2	-4
COC(=O)C1=C(C)N(Cc2ccc(C(F)(F)F)cc2)C(=NCc2ccccc2C(F)(F)F)NC1c1ccc(C(F)(F)F)cc1 (stereo not drawn)	6	.	-11	-9	.	-0.6	1
O=C(COC(=O)c1cccc(S(=O)(=O)N2CCCC2)c1)Nc1ccc(Cl)cc1	-3	1	43	-9	5	1.6	-2
Cc1cccc(NS(=O)(=O)c2ccc3[nH]c(=O)[nH]c3c2)c1C	-2	-2	-2	2	-10	0.1	-6
O=C(Cn1ncc2c1-c1ccccc1OC2)N1CCN(c2ccccn2)CC1	-1	-2	-4	6	3	.	0
Cc1cc(Cl)cc(C)c1OCCCCCn1ccnc1	-6	2	-4	1	-9	.	2
COc1ccc(Cc2n[nH]c(=S)n2NC(=O)Nc2ccc(C)cc2)cc1	-8	1	1	3	5	2.9	-1
COc1cccc(-c2ncc3ccccc3c2COC(=O)c2ccc(C(F)(F)F)cc2)c1	-9	4	0	-3	3	0.0	.
Cc1ccc(-c2nn(-c3ccccn3)c(=O)c3ccccc23)cc1C	13	0	3	5	5	.	1
CCCNC(=O)C1CC(=O)N(c2ccc(OCc3ccccc3)cc2)C1 (stereo not drawn)	-3	-3	1	3	-7	0.6	.
CCOC(=O)N1CCN(C(=O)C(=O)NNC(=O)COc2ccc(Cl)cc2)CC1	9	.	4	0	.	.	-2
S=C(NC1CCCC1)N1CCOCC1	6	.	0	2	.	.	-4
CCC(=O)N1CCc2cc(S(=O)(=O)CCC(=O)NCc3ccc(C)cc3)ccc21	4	5	-6	4	-3	.	0
Cc1ccc(NC(=O)CCN2C(=O)NC3(CCCC3)C2=O)c(C)c1	9	1	-5	4	5	.	-4
Oc1ccccc1/C=C/c1noc(-c2ccccc2O)n1	-3	.	-2	-1	.	-3.1	-2
Cc1ccc(S(=O)(=O)N2CCCCC2CCNC(=O)C(=O)NCc2ccco2)cc1 (stereo not drawn)	-8	6	-2	-16	-25	0.2	-6
COc1cccc(-c2onc3ccc(C4(C)OCCO4)cc23)c1	9	-5	-4	8	-2	.	-1
COc1ccccc1-c1cc(C(=O)N2CCCCC2)no1	9	-3	-3	-1	11	0.0	6
Cc1ccnc2nc(C(=O)OCC(=O)Nc3ccc([N+](=O)[O-])cc3Br)nn12	-3	-3	3	-7	-2	.	-2
COc1cccc(NC(=O)CN(C)C(=O)Cc2ccc(Cl)cc2Cl)c1	-4	1	-6	4	1	.	-4
COC(=O)Cn1c(=O)c2c(nc3n2CCCN3CCc2ccc(OC)c(OC)c2)n(C)c1=O	8	0	-3	-1	-10	.	-2
O=C(C[C@H]1CC[C@H](NC(=O)C2CCOCC2)[C@@H](CO)O1)NCC1CCCCC1	-5	-2	19	4	-2	-0.1	0
CC1CCCC(NC(=O)COC(=O)[C@@H](NC(=O)c2ccccc2Cl)C(C)C)C1C (stereo partly drawn)	7	1	0	-1	3	.	-2
CCOc1cc(NC(=O)CCl)c(OCC)cc1NC(=O)CCl	-4	.	-1	5	33	-0.2	7
C[C@H]1CCCCO[C@@H](CN(C)Cc2ccc(C(=O)O)cc2)[C@@H](C)CN([C@@H](C)CO)C(=O)c2cc(NC(=O)Cc3ccccc3)ccc2O1	17	0	38	-1	.	0.3	4

(listing goes on)
SMILES	DENV2 CPE	PglD inh	S100A4 MyoIIA	ERp5 block	C2C12 statin	E-sel inducer	SIRT5 inh
COc1ccc(C#Cc2ccc3c(c2)O[C@H](CN(C)S(=O)(=O)c2ccccc2F)[C@H](C)CN([C@H](C)CO)S3(=O)=O)cc1	-14&0&0	8&-3&-5	-7&8&-5	2&1&-9	5&13&0	0.2&0.1	16*!
COCCNC(=O)C(=O)NCC1OCCN1S(=O)(=O)c1cccs1 (stereo not drawn)	1	-1	-1	6	-3	-0.2	-4
CC(C)Oc1cc(F)ccc1-c1cc(C(=O)Nc2ccc(C(C)C)cc2)[nH]n1	5	3	-2	6	-11	-0.1	-3
CCN1C(=O)CSC1=Nc1ccc(Cl)c(Cl)c1	6	1	5	2	-3	0.2	-2
COc1ccc(C(=O)N/C(=C\c2cn(C)c3ccccc23)C(=O)N2CCOCC2)cc1OC	-4	1	-5	-1	-12	.	-1
COC(=O)[C@]12CCCCC=C1N(CCc1ccc(OC)c(OC)c1)C(=O)[C@H](CC(=O)NCc1cccc3ccccc13)C2	5	.	-7	-1	.	0.1	-2
N#Cc1ccc(C(=O)Nc2cccc3cccnc23)c(F)c1	-9	.	4	-2	.	0.5	-9
CCN(c1ccccc1)S(=O)(=O)c1ccc(C(=O)NC2CCCCC2)cc1	5	4	-4	-2	-92	-0.9	.
COc1ccc(CNC(=O)C2(CC3CC(c4ccccc4)=NO3)CCN(C(=O)OC(C)(C)C)CC2)cc1 (stereo not drawn)	5	-2	1	1	5	-0.1	.
CCS(=O)(=O)NCCNc1ccc([N+](=O)[O-])cc1	0	-14	20	-5	-17	0.0	3

Molecules shown so far containing an aryl thioether with sulfur outside any ring, in the order listed:
SMILES	DENV2 CPE	PglD inh	S100A4 MyoIIA	ERp5 block	C2C12 statin	E-sel inducer	SIRT5 inh
O=S(=O)(c1ccc(SCc2cccc(Cl)c2)nc1)N1CCCC1	19	7	-2	7	20	-1.4	2
CC(=O)Nc1ccc(NC(=O)CSc2ccc(-c3ccco3)nn2)cc1	?	.	-20	1	.	0.3	1

Single entries from the results shown:
CC1CC(C)CN(C(=O)c2cc(-c3ccncc3)nc3ccccc23)C1 (stereo not drawn) – E-sel inducer: -0.8
COc1ccccc1-c1cc(C(=O)N2CCCCC2)no1 – DENV2 CPE: 9
O=C(c1ccco1)N1CCCC(c2nc3c(nnn3Cc3ccccc3)c(=O)[nH]2)C1 (stereo not drawn) – DENV2 CPE: 6

Source: PubChem (Broad Institute)

These rows are one share of the data; the hit share may differ from the screen's.
